Screening data deposited in PubChem by several laboratories.
dFosB act – mouse delta FosB homodimer activation; P13346; purified delta FosB, TAMRA-CDK5 oligo fluorescence polarization; percent of positive-control signal above neutral wells; activation, % at 25 µM; actives 0.99% (n = 340,000); AID 493131;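 active = mean activation above about 17%, with every replicate also reaching it, limit read from the data, passing the limit was not always enough; inconclusive = only one of the two conditions met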;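 also: fluorescence polarization rise as delta FosB binds a TAMRA Cdk5 AP-1 oligo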
PvdQ acylase – blocks Pseudomonas aeruginosa PvdQ acylase activity; purified PvdQ acylase, fluorescence plate reader; inhibition, % at 10 µM; actives 0.063% (n = 340,000); AID 488965; in the data active = inhibition above about 30%, passing the limit was not always enough; inconclusive = no clear call, values can overlap the other calls;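 also: 0% = vehicle neutral wells and 100% = reference inhibitor wells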
RTF Ca sens act – increases calcium sensitivity of human cardiac regulated thin filaments | actives 0.24% (n = 340,000) | activation, % at 7.2 µM | P19429+P45379 | AID 493008 | IANBD-labeled TnC RTF fluorescence at EC20 calcium; 0% EC20 calcium, 100% full calcium;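 active = activation above the mean over all tested compounds plus 3 SD, cut at about 30% in these data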;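 also: rise in fluorescence read as greater calcium sensitivity of cardiac thin filaments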
RTF Ca sens inh – cardiac RTF calcium desensitization; inhibition, % at 7.15 µM; actives 0.12% (n = 340,000); IANBD-labeled cardiac RTF, Ca2+ fluorescence; P19429+P45379;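 active = inhibition above the mean inhibition of all tested compounds plus 3 SD, cut at about 17% in these data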;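 also: assay run at fixed EC70 calcium of 1.6 mM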
Keap1 Nrf2 FP – disrupts human Keap1 binding to Nrf2 peptide; inhibition, % at 9.4 µM; actives 0.15% (n = 340,000); Keap1 Kelch-Nrf2 peptide fluorescence polarization, 1536-well; Q14145; in the data active = inhibition above about 12%; inconclusive = no clear call, values can overlap the other calls; inactive = below about 7.3%;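 also: human Keap1 Kelch domain with fluorescein labeled Nrf2 9mer peptide probe; 0% = neutral control wells and 100% = peptide positive control; higher means more block of Keap1 binding to Nrf2 peptide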
Mot1-301 SUMO – blocks SUMOylation pathway, rescuing yeast Mot1-301 growth | S. cerevisiae Mot1-301 growth rescue, ATP luminescence, 38.5C; percent above DMSO median, 100 means doubled | growth rescue, % at 18.8 µM | actives 1% (n = 320,000) | AID 2716;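 active = every valid replicate shows activation above 250% relative to neutral control wells; inactive = the rest, any valid replicate at or below 250%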;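 also: OY570 slx delta 5 strain wells were the positive control but not used for scaling; some compounds called inactive have numbers as strong as hits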
PfHsp90 yeast 2 – growth inhibition of yeast expressing Plasmodium Hsp90; S. cerevisiae expressing PfHsp90, BacTiter-Glo ATP, 48 h; yeast lacking PDR1 and PDR3 efflux regulators; actives 0.32% (n = 310,000); AID 504621; inhibition, % at 9.4 µM;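 active = every replicate shows inhibition above about 80%, whatever the replicate mean, limit read from the data; inconclusive = mean inhibition reaches the set limit but some replicate falls short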;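 also: 0% = DMSO neutral controls and 100% = 20 µM radicicol positive controls; yeast relying on Plasmodium falciparum Hsp90 in place of its own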
Rtt109 Vps75 – C. albicans Rtt109 histone acetyltransferase inhibition; purified Rtt109/Vps75, ThioGlo CoA-SH fluorescence, 4 h; inhibition, % at 34.9 µM; actives 0.16% (n = 330,000); Q5AAJ8;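 active = inhibition of at least 50% in every replicate; inconclusive = best replicate reaches 50% inhibition but some replicates fall short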
Target sequence (Q5AAJ8 whole entry, looked up): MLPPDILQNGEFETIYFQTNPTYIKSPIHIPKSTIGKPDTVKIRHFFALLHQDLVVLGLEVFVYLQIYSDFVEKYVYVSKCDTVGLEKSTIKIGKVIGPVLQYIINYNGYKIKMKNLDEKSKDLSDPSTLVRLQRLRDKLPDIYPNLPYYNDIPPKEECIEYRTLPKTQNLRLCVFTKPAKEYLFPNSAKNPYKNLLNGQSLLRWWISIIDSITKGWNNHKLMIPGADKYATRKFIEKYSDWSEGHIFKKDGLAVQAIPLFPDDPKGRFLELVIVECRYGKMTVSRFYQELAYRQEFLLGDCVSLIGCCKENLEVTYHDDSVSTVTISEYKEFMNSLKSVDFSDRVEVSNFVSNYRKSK
CDK5 p35 inh – CDK5/p35 (human) kinase inhibition; Q00535+Q15078; Recombinant CDK5/p35, ADP-Glo luminescence, 60 min; inhibition, % at 10 µM; actives 0.01% (n = 330,000);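 active = highest replicate inhibition of at least 50% and at least 75% of replicates reaching 50%; inconclusive = only one of the two criteria met; inactive = both criteria failed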;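 also: plate controls were DMSO neutral control for no effect and GW8510 at 10 µM for full effect; many of its hits are not listed in these tables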
Target sequence (Q00535 whole entry, looked up): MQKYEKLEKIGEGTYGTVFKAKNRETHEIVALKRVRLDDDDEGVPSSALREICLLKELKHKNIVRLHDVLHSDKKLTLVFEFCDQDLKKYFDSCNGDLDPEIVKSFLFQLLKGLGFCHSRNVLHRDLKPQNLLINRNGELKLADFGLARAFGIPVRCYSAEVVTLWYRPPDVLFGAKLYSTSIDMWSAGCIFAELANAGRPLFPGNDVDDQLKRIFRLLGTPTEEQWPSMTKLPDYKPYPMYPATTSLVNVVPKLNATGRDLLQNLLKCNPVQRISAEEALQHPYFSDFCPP
Target sequence (Q15078 whole entry, looked up): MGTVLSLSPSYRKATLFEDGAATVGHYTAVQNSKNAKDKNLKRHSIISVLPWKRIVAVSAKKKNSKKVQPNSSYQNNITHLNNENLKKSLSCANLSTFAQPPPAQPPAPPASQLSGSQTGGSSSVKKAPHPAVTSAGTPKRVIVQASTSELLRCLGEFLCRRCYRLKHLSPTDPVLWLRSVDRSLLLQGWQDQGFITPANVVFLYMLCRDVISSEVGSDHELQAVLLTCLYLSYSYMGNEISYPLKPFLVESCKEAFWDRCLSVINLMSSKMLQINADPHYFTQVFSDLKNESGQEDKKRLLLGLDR
LANA DNA inh – KSHV C-LANA DNA binding inhibition | AID 504423 | actives 0.078% (n = 340,000) | MBP-C-LANA/FAM-LBS DNA binding, fluorescence polarization | inhibition, % at 9 µM;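 active = highest replicate inhibition at or above 60% at 9 µM, even if other replicates fall short; inactive = all replicates below 60% inhibition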;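 also: 0% = neutral control wells and 100% = 4 µM acridine orange control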
NSD2 inh – blocks human histone methyltransferase NSD2; inhibition, % at 12.5 µM; NSD2 peptide methylation, AlphaScreen, 120 min; actives 0.54% (n = 310,000); AID 743445; in the data active = inhibition above about 50%
* marks the source's active call; other numbers are inactive results; ? = inconclusive; nt = no result given.

Value order: dFosB act	PvdQ acylase	RTF Ca sens act	RTF Ca sens inh	Keap1 Nrf2 FP	Mot1-301 SUMO	PfHsp90 yeast 2	Rtt109 Vps75	CDK5 p35 inh	LANA DNA inh	NSD2 inh
CCCc1cc(=O)oc2cc(OCC(=O)NC3CC(C)(C)NC(C)(C)C3)ccc12
→ -8	6	1	0	-2	14	-2	-3	-0.4	-2.0	1
COc1ccc(N=C(C)C2=C(O)COC2=O)cc1
→ 1	2	-7	-6	3	2	28	1	0.4	-1.6	-3
CCn1ncc(/C=C/C(=O)Nc2c(C)nn(Cc3ccc(Cl)cc3Cl)c2C)c1C
→ -7	-13	-6	-3	-3	-12	-32	-10	-1.0	0.3	0
COc1cccc(NC(=O)CN2CCCCCC2)c1
→ 2	5	0	-1	-5	-8	-19	2	0.6	-1.4	0
Cc1ccc(NC(=O)/C(=C\c2ccccc2)NC(=O)c2ccco2)cc1
→ 11	-13	0	1	-8	-10	9	14	0.5	0.2	-3
CCC1=NN(C(=O)c2cccc(Br)c2)C(O)(c2ccc(Br)cc2)C1 (centres undefined)
→ -8	-2	-2	2	0	-10	14	nt	-2.3	-0.9	2
O=C(CNC(=O)c1ccccn1)N/N=C/c1ccc2c(c1)OCO2
→ -12	-8	-4	-16	-4	7	-4	-5	-3.1	1.2	0
O=C(C1=NN[C@@H]2C(=O)N(c3cccc(C(F)(F)F)c3)C(=O)[C@H]12)c1ccc2ccccc2n1
→ -1	-20	3	-5	-1	5	1	5	2.6	0.0	-2
CC(Oc1ccc(Cl)cc1)C(=O)Nc1sccc1C(N)=O (centres undefined)
→ -18	-15	1	-3	-1	-3	-15	1	-1.9	3.3	1
CCCn1nnc(NC(=O)c2ccc(F)cc2)n1
→ -5	1	4	-1	-3	15	-1	1	0.8	1.0	1
O=C(CN1CCOCCOCCOCC1)Nc1ccccc1
→ 5	-7	-8	-5	5	20	-8	-11	1.0	0.1	0
CC1CN(S(=O)(=O)c2cccc(-c3cn4ccccc4n3)c2)CC(C)O1 (centres undefined)
→ -11	-4	0	2	-4	11	-14	-6	3.8	0.5	1
Cc1ccc(CNC(=O)CSCc2cccc(F)c2)cc1
→ -5	-7	-1	-3	0	-9	nt	-3	-1.0	0.0	-2
COc1ccc(C2CC(=O)C(C=NCCCN3CCOCC3)=C(O)C2)cc1 (centres undefined)
→ -6	4	-6	8	0	117	22	-1	0.2	-0.7	1
Cc1ccccc1NC(=O)Cc1nc(COC(=O)c2cccc(O)c2)cs1
→ -19	-8	4	-11	-1	-11	12	-2	4.0	-0.6	1

Taken from above:
`O=C(C1=NN[C@@H]2C(=O)N(c3cccc(C(F)(F)F)c3)C(=O)[C@H]12)c1ccc2ccccc2n1` – RTF Ca sens inh: -5
`CCCn1nnc(NC(=O)c2ccc(F)cc2)n1` – Rtt109 Vps75: 1
`COc1cccc(NC(=O)CN2CCCCCC2)c1` – Keap1 Nrf2 FP: -5
`O=C(CNC(=O)c1ccccn1)N/N=C/c1ccc2c(c1)OCO2` – RTF Ca sens act: -4

Carrying on:
Value order: dFosB act	PvdQ acylase	RTF Ca sens act	RTF Ca sens inh	Keap1 Nrf2 FP	Mot1-301 SUMO	PfHsp90 yeast 2	Rtt109 Vps75	CDK5 p35 inh	LANA DNA inh	NSD2 inh
CCCC(=O)Nc1ccc2nc(C)n(Cc3ccccc3Cl)c(=O)c2c1
→ -14	15	-2	-11	-5	405	-3	25	0.2	0.2	-1
COCCN(CC1CCCN(C2Cc3ccccc3C2)C1)C(=O)CCSC (centres undefined)
→ -5	-9	6	-5	-4	-2	10	-1	0.2	-0.2	-1
CC(=O)Nc1ccc(S(=O)(=O)/N=C2/NC(=O)/C(=C\c3ccco3)S2)cc1
→ -19	10	-3	-7	-1	2	-12	19	-5.2	39	55*
Cc1cc([N+](=O)[O-])nn1CC(=O)NNC(=S)Nc1ccc(F)cc1
→ -4	8	6	-1	-7	-13	-2	15	0.8	-0.9	-3
Cc1ccc(O)c(C2=NNC(O)(C(F)(F)F)C2)c1 (centres undefined)
→ 3	-1	-8	-3	3	340*	-13	5	1.8	-1.3	-3
CCOC(=O)/C(=C\C=C\c1ccccc1)NC(=O)c1ccccc1
→ -11	13	-9	4	-1	-6	9	33	3.4	-0.2	0
COc1ccc(NC(=S)NNS(=O)(=O)c2ccc3ccccc3c2)c(OC)c1
→ -2	-4	-2	3	2	16	0	4	2.1	-1.2	-2
Cc1ccc(C(=O)Nc2ccc3c(c2)OCO3)cc1S(=O)(=O)N1CCCCC1
→ -4	9	0	-20	-2	8	-2	27	1.5	-1.8	-1
CC/C(=C1/C(=O)CC(C)(C)C(C(=O)OC)C1=O)N1CCCC1 (centres undefined)
→ 0	15	-2	-22	-1	0	6	23	-1.0	-1.0	-1
COc1cccc(-c2cc(=O)c3cc(NC(C)=O)ccc3[nH]2)c1
→ 6	0	-10	-5	-3	-10	6	1	0.0	-2.4	nt
CC1(C(=O)O)CCC(C(=O)Nc2ccccc2O)C1(C)C (centres undefined)
→ 2	14	-2	-7	-1	-20	nt	nt	0.3	-2.1	0
CCOc1ccc(NC(=O)CN(C)C(=O)c2cc(C3CC3)nn2-c2ccccc2)cc1OCC
→ -9	-8	-10	-13	-3	nt	nt	-21	-0.5	-0.2	3
COc1cccc(N2C(=O)CC(c3c[nH]c4ccccc34)C2=O)c1 (centres undefined)
→ -7	-28	-1	3	-7	-6	9	0	-2.8	-0.5	-4
Cc1ccc(NC(=O)CCn2cccc2)cc1C
→ -2	11	-11	-2	-4	13	-11	1	-1.6	0.9	-2
CN(C(=O)c1ccccc1C(=O)OCC(=O)NCc1ccccc1)C1CCCCC1
→ -10	-14	-2	7	-6	-8	-2	3	-1.8	2.2	-2

3 entries from above, ordered by formula weight, lowest first:
Value order: dFosB act	PvdQ acylase	RTF Ca sens act	RTF Ca sens inh	Keap1 Nrf2 FP	Mot1-301 SUMO	PfHsp90 yeast 2	Rtt109 Vps75	CDK5 p35 inh	LANA DNA inh	NSD2 inh
Cc1ccc(NC(=O)CCn2cccc2)cc1C
→ -2	11	-11	-2	-4	13	-11	1	-1.6	0.9	-2
CC/C(=C1/C(=O)CC(C)(C)C(C(=O)OC)C1=O)N1CCCC1 (centres undefined)
→ 0	15	-2	-22	-1	0	6	23	-1.0	-1.0	-1
CC(=O)Nc1ccc(S(=O)(=O)/N=C2/NC(=O)/C(=C\c3ccco3)S2)cc1
→ -19	10	-3	-7	-1	2	-12	19	-5.2	39	55*

Seven of the entries above in order of the Keap1 Nrf2 FP value, rising:
Molecule,dFosB act,PvdQ acylase,RTF Ca sens act,Keap1 Nrf2 FP,Mot1-301 SUMO,Rtt109 Vps75,CDK5 p35 inh,LANA DNA inh,NSD2 inh
COc1cccc(N2C(=O)CC(c3c[nH]c4ccccc34)C2=O)c1 (centres undefined),-7,-28,-1,-7,-6,0,-2.8,-0.5,-4
COc1cccc(NC(=O)CN2CCCCCC2)c1,2,5,0,-5,-8,2,0.6,-1.4,0
O=C(CNC(=O)c1ccccn1)N/N=C/c1ccc2c(c1)OCO2,-12,-8,-4,-4,7,-5,-3.1,1.2,0
CCn1ncc(/C=C/C(=O)Nc2c(C)nn(Cc3ccc(Cl)cc3Cl)c2C)c1C,-7,-13,-6,-3,-12,-10,-1.0,0.3,0
Cc1ccc(C(=O)Nc2ccc3c(c2)OCO3)cc1S(=O)(=O)N1CCCCC1,-4,9,0,-2,8,27,1.5,-1.8,-1
Cc1ccccc1NC(=O)Cc1nc(COC(=O)c2cccc(O)c2)cs1,-19,-8,4,-1,-11,-2,4.0,-0.6,1
O=C(CN1CCOCCOCCOCC1)Nc1ccccc1,5,-7,-8,5,20,-11,1.0,0.1,0

Remaining list, next part
Value order: dFosB act	PvdQ acylase	RTF Ca sens act	RTF Ca sens inh	Keap1 Nrf2 FP	Mot1-301 SUMO	PfHsp90 yeast 2	Rtt109 Vps75	CDK5 p35 inh	LANA DNA inh	NSD2 inh
Cc1sc2nc(C3CC3)nc(N3CCN(C(=O)c4ccc(F)cc4)CC3)c2c1C
→ -14	-7	-4	-21	-5	-1	-16	0	0.6	-0.6	-1
O=C(COCc1cc(-c2ccc3c(c2)OCO3)on1)Nc1cccnc1
→ -9	-11	-4	-7	0	8	7	-2	-0.1	-0.5	-4
C=CCC1C=C(Cc2ccccc2)CC(CC=C)N1 (centres undefined)
→ -6	-4	-4	-1	0	-14	-1	?	-0.8	1.4	54*
CC1CCCN(C(=O)COC(=O)C2CCN(S(=O)(=O)c3ccc4c(c3)OCCO4)CC2)C1 (centres undefined)
→ -6	11	0	-5	-4	-25	-6	0	11	0.1	-2
Cc1cc(C(C)(C)C)cc(S(=O)(=O)NCCO)c1C
→ -9	-13	2	0	-5	12	-48	3	3.4	-0.8	0
CCN(CC)S(=O)(=O)c1ccc(/C(O)=C(\C#N)c2nc3ccccc3n2C)cc1
→ -2	1	7	-9	5	-10	-12	-92	1.2	0.7	nt
CCCCN1CC[C@H]2C=CC[C@@H](C(=O)NCCc3ccccc3)[C@H]2C1=O
→ 4	-10	5	-4	-5	0	nt	3	0.6	-1.3	nt
CC1(C)N=C(N)N=C(N)N1c1ccc(F)cc1F
→ -1	-12	1	-5	-2	6	-12	-2	-0.2	-0.4	2
COc1ccc(N2CCN(C(=O)CCc3c[nH]c4ccccc34)CC2)cc1
→ -6	-15	-2	-10	-5	59	10	-3	-2.3	-0.5	4
